# ADAM10 inh: human ADAM10 inhibitors, primary screen, biochemical, QFRET, HTS; recombinant ADAM10, EDANS/DABCYL FRET peptide cleavage, 3 h; inhibition, % at 7 µM; 370,000 tested, 0.62% active; AID 720582, 2013;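 active means inhibition above a per-campaign cutoff equal to the mean of compounds falling between control-based bounds plus 3 SD, cut at about 20% in these data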;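 further: 0% = DMSO wells while the 100% control is not disclosed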
# TDP2 inh: human TDP2 enzyme inhibitors, primary screen, biochemical, epi absorbance, recombinant enzyme; Tyrosyl-DNA phosphodiesterase 2 (Homo sapiens), O95551; T5PNP hydrolysis, p-nitrophenol absorbance 415 nm; inhibition, % at 12.8 µM; 370,000 tested, 0.34% active;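 active means inhibition above the mean of all tested compounds plus 3 SD, set per campaign, cut at about 25% in these data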;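 further: 0% = DMSO with enzyme and 100% = buffer with substrate but no TDP2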
#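 Incubation: 2 h at 37 °C; Test system: recombinant human TDP2; Quantity: enzyme 120 nM; Read-out basis: percent inhibition; Medium: 50 mM Tris-HCl pH 7.5 with Mg2+, KCl, DTT, BSA; Repeats: single replicate; Compound: 12.8 µM single point, 1% DMSO; Signal: epi absorbance; Reagent: 5 mM T5PNP chromogenic substrate; Benchmarks: no-enzyme high, DMSO-plus-enzyme low.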
# PLCg1 inh: PLC-gamma1 enzyme inhibitors, primary screen, biochemical, fluorescence, purified enzyme. 1-phosphatidylinositol 4,5-bisphosphate phosphodiesterase gamma-1 (Homo sapiens), P19174. fluorogenic substrate. inhibition, % at 12.2 µM. 370,000 tested, 0.84% active; in the data active means inhibition above about 9.5%
# PLCb3 inh: human PLC-beta3 inhibitors, primary screen, biochemical, fluorescence; Purified PLC-beta3, fluorogenic substrate; 370,000 tested, 0.18% active; inhibition, % at 12.2 µM; 1-phosphatidylinositol 4,5-bisphosphate phosphodiesterase beta-3 (Homo sapiens), Q01970; in the data active means inhibition above about 11%;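 further: 0% = median of compound wells on plate and 100% = full blocker control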
# Target sequence (Q01970 whole entry, looked up): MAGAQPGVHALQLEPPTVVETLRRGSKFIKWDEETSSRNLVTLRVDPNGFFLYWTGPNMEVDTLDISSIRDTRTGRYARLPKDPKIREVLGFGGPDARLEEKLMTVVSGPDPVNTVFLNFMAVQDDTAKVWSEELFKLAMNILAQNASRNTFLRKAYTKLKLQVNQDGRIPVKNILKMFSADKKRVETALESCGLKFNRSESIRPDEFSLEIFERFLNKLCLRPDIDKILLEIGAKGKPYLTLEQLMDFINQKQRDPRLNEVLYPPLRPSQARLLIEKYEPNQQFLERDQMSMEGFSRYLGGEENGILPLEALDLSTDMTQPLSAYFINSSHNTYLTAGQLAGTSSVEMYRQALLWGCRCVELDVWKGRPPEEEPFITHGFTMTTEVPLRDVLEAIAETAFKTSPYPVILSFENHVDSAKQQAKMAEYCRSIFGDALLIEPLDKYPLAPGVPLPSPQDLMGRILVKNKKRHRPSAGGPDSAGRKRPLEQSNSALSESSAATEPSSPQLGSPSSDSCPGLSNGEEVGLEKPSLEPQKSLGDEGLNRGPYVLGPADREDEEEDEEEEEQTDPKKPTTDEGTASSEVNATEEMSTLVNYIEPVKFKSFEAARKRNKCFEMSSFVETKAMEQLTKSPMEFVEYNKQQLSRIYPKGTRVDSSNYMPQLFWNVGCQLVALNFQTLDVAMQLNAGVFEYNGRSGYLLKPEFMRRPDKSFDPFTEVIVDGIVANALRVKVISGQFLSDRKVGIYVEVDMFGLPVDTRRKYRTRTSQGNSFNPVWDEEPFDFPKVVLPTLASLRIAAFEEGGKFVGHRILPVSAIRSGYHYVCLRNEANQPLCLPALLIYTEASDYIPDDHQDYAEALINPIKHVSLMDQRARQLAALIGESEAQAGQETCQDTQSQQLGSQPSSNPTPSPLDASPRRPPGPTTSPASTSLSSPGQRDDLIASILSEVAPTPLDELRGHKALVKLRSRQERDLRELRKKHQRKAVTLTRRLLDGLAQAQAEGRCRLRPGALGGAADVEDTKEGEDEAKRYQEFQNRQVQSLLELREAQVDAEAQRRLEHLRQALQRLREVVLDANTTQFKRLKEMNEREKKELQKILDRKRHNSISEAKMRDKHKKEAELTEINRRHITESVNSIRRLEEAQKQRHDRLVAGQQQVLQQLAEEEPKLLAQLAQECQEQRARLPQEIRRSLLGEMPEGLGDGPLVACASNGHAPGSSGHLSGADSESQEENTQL
# ARFGAP1 inhibitor: inhibitors of rat ARFGAP1 GAP activity, primary screen, biochemical, fluorescence polarization, GDP tracer; inhibition, % at 16.5 µM; AID 651572, 2012; 360,000 tested, 0.26% active; Arfgap1-stimulated ARF1 GTP hydrolysis, GDP FP detection;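 active means inhibition above a per-plate limit, mean inhibition of low control wells plus 3 SD, cut at about 25% in these data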;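 further: 0% = DMSO wells with enzyme and 100% = wells lacking Arfgap1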
#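 System: truncated rat Arfgap1 GAP domain / Medium: HEPES-based buffer, pH 7.5 / Also added: N-terminally truncated human ARF1-GTP substrate / Incubation: enzyme reaction 120 min at 25 °C after 20 min preincubation / Measured by: FP of antibody-bound GDP Alexa 633 tracer, ex 620/em 688 nm / Replicates: singlicate, each compound tested once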
# ASAP1 inh: inhibitors of human ASAP1 ArfGAP activity, primary screen, biochemical, fluorescence polarization; ASAP1-stimulated ARF1 GTP hydrolysis, GDP FP detection; 360,000 tested, 0.19% active; inhibition, % at 16.5 µM; Arf-GAP with SH3 domain, ANK repeat and PH domain-containing protein 1 (Homo sapiens), …; in the data active means inhibition above about 25%;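 further: 0% = vehicle with enzyme and substrate and 100% = no enzyme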
# ADAM17 inh: ADAM17 inhibitors, primary screen, biochemical, QFRET | Disintegrin and metalloproteinase domain-containing protein 17 (Homo sapiens), P78536 | recombinant ADAM17, EDANS/DABCYL FRET peptide cleavage | inhibition, % at 6.95 µM | 370,000 tested, 0.83% active | AID 720648, 2013;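 active means inhibition above the mean of compounds lying between control limits plus 3 SD, set per campaign, cut at about 8.5% in these data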;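 further: 0% = DMSO-only wells as the low control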
# Tn6 DDE FP: inhibitors of Tn6 peptide binding to fibrin DD(E), primary screen, biochemical, fluorescence polarization, human fibrin, Tn6 probe; Fibrinogen beta chain (Homo sapiens), P02675; Fibrin DD(E) TRITC-Tn6 fluorescence polarization displacement; inhibition, % at 8.3 µM; 370,000 tested, 0.21% active; AID 720509, 2013;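 active means inhibition above a per-campaign cutoff: mean of compounds within control limits plus 3 SD, cut at about 15% in these data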;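 further: 0% = median of all compound wells on the plate and 100% = blocking peptide control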
# SIAE primary: human SIAE inhibitors, primary screen, biochemical, fluorescence polarization, FP-Rh probe, 1536-well HTS; SIAE FP-Rh probe binding; inhibition, % at 9.66 µM; 370,000 tested, 0.69% active;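 active means inhibition above a cutoff: mean of compounds within the control limits plus 3 SD of those, cut at about 17% in these data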;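 further: 0% = plate median of compound wells and 100% = probe without SIAE protein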
# DDE Tn7 FP inh: inhibitors of Tn7 peptide binding to fibrin DD(E), primary screen, biochemical, fluorescence polarization, human fibrin, Tn7 probe | Fibrinogen beta chain (Homo sapiens), P02675 | FP displacement of FITC-Tn7 peptide from fibrin DD(E); 0% = median of compound wells per plate | inhibition, % at 8.3 µM | 370,000 tested, 0.13% active;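 active means inhibition above the mean of compounds falling within the control limits plus 3 SD of them, cut at about 14% in these data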;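 further: 0% = plate median of compound wells and 100% = 10 µM Aha-Tn7 peptide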
#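 Measure: % inhibition scaled between sample-field median and high-control FP; Test system: human fibrin DD(E); Quantity: 2 µM final DD(E) protein; Doses: one dose, 8.3 µM nominal; Schedule: compound with protein 10 min, then 3 h after probe, room temperature; Detection: fluorescence polarization; Medium: Tris buffer with calcium and detergent, pH 7.8.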
# * hit, by the source's call; i = inactive; . = no result given.
SMILES,ADAM10 inh,TDP2 inh,PLCg1 inh,PLCb3 inh,ARFGAP1 inhibitor,ASAP1 inh,ADAM17 inh,Tn6 DDE FP,SIAE primary,DDE Tn7 FP inh
COc1ccc(N(CC(=O)Nc2cc(OC)c(OC)cc2C(=O)O)S(=O)(=O)c2c(C)noc2C)cc1,7,-11,4,-8,4,9,-7,-4,-5,0
N#Cc1c(N)n(-c2ccc(O)cc2)c2nc3ccccc3nc12,-89,-2,-44,-58,14,1,-34,-1,-9,1
Cc1ccccc1OC(=O)Cn1c(C(F)(F)F)nc2ccccc21,3,-3,-2,1,6,4,-6,1,4,2
O=C(/C=C/c1cc([N+](=O)[O-])ccc1OC(F)F)NCc1ccc(Cl)cc1,10,1,2,1,13,-5,5,-1,2,-5
Cc1ccc(S(=O)(=O)Nc2cc3c(C(=O)O)c(C)oc3c3ccccc23)c(C)c1,0,-1,-8,-20,-10,5,-4,7,-1,3
COc1cc(/C=N/NC(=O)c2cccc(S(=O)(=O)N3CCCC3)c2)cc(OC)c1O,-6,6,-1,-11,5,1,-6,-1,13,-1
CCOC(=O)c1c(C)[nH]c(C(=O)CN2C(=O)NC3(CCCC3)C2=O)c1C,15,-9,13*,8,6,0,0,-9,12,9
Cc1nn(CCOc2ccccc2)c(=O)n1-c1c(F)cccc1F,2,-3,5,3,-14,-7,-1,3,-1,-6
C=CC[C@H]1C(C(=O)OCC)=CC[C@@H](c2ccccc2)N1S(=O)(=O)c1ccc(C)cc1,0,-3,-3,-3,-6,2,-1,-1,-5,2
O=C1NC(=S)S/C1=C\c1cccc([N+](=O)[O-])c1,-21,-9,-1,0,-2,-9,1,4,-13,-2
O=C(c1ccc(F)cc1)N1CCN(c2ccccn2)CC1,-3,-9,0,-7,-4,-15,-1,4,-9,3
Cc1cccc(NC(=O)CN2C(=O)COc3ccc(Cl)cc32)c1,1,8,-1,1,-3,-4,-2,2,-3,1

# Single entries from the entries so far.
# CCOC(=O)c1c(C)[nH]c(C(=O)CN2C(=O)NC3(CCCC3)C2=O)c1C in ARFGAP1 inhibitor → 6
# C=CC[C@H]1C(C(=O)OCC)=CC[C@@H](c2ccccc2)N1S(=O)(=O)c1ccc(C)cc1 in ASAP1 inh → 2

# (next part)
SMILES,ADAM10 inh,TDP2 inh,PLCg1 inh,PLCb3 inh,ARFGAP1 inhibitor,ASAP1 inh,ADAM17 inh,Tn6 DDE FP,SIAE primary,DDE Tn7 FP inh
O=C(COC(=O)c1cccc(Cl)c1Cl)NCCN1C(=O)CSC1=O,-7,1,8,2,-5,4,-2,-3,-2,1
COc1ccc(C2=NOC(Cn3nc(C(=O)NCC4CC4)cc3-c3ccccc3)C2)cc1 (configuration not stated),9,1,2,8,3,12,5,-5,2,2
COc1ccc(NC(=O)c2cncc(Br)c2)cc1S(=O)(=O)N1CCCCC1,1,11,0,3,-2,3,-1,0,3,5
O=C(OCC(=O)c1ccc(Cl)cc1Cl)c1ccccn1,-7,-4,1,-7,8,-2,-2,-8,-5,4
CC(C)Oc1cccc(C2NC(=O)c3ccccc3O2)c1 (configuration not stated),-38,-6,-8,-10,-12,1,-20,-1,4,6
CC(=O)c1cccc(NC(=O)CN(c2ccc(C)cc2)S(=O)(=O)c2cccc3nonc23)c1,23*,-19,6,10,-4,-3,12*,-18,-12,2
CCOc1ccc(-n2nnnc2-c2nc3ccccc3s2)cc1,-20,10,-15,-19,-8,6,-7,0,-6,2
COc1ccc(Nc2nc(N)c([N+](=O)[O-])c(NCCO)n2)cc1,-1,5,4,-1,1,-15,2,3,-2,5
NC(=O)C1C2C=CC(C2)C1c1ccccc1 (configuration not stated),3,5,4,1,-7,-7,2,2,-4,-7
O=C(Nc1nnc(SCc2ccccn2)s1)C1CC(=O)N(c2ccc(F)cc2)C1 (configuration not stated),-2,12,-8,-19,-9,9,-1,5,6,6
Cn1c(=O)c(=O)n(C)c2cc([N+](=O)[O-])c([N+](=O)[O-])cc21,-8,2,0,1,-7,-3,0,-2,0,1
COc1ccc(-c2nn(-c3ccccc3)cc2CO)cc1OC,-4,7,1,1,-14,-7,-6,6,3,6
COc1ccccc1CNC(=O)c1csc2c1CCCC2,7,-11,2,5,-3,-3,1,-7,2,-4
N#CC1=C(N)C2=CCCC[C@H]2[C@H](c2ccccc2)C1(C#N)C#N,-76,-15,-123,-173,18,0,-33,2,-4,7
Cc1ccc(CCC(=O)Nc2ccc(CC(=O)O)cc2)o1,4,8,2,-5,-6,16,-1,7,1,-5
Cc1ccccc1NC(=O)COc1coc(CN2CCN(Cc3ccccc3)CC2)cc1=O,6,-20,1,3,-3,-10,-1,9,-6,-1
CCOC(=O)C1=C(N)OC2=C(C(=O)CC(C)(C)C2)C1c1ccc(C)s1 (configuration not stated),8,2,0,-22,15,1,-1,-2,0,0
COc1ccc(Cc2nnc(SCC(=O)Nc3ccc(C)cc3C)[nH]c2=O)cc1,-1,6,-4,-8,4,0,1,0,-2,-3
CN(C)c1nc2c(cnn2C)c(=O)[nH]1,-3,-16,2,0,-4,12,1,-6,-1,-9
COc1ccc(N2CCN(C(=O)c3sc4nc(-c5ccc(F)cc5)cn4c3C)CC2)cc1,3,7,1,3,0,3,0,-4,2,-4
Cc1cc2nn(-c3cccc4ccccc34)nc2cc1N,-223,-2,i,i,9,17,-45,-8,3,-4
O=C(OCc1ccc(Cl)c(Cl)c1)c1cnccn1,-5,3,2,1,-1,2,2,-2,-6,10
Cc1[nH]c(=S)c(C#N)c(C)c1CC(=O)c1ccc(Br)cc1,4,2,0,-6,-7,4,-1,1,10,1
Cc1ccc(NC(=O)c2cc(S(=O)(=O)N3CCOCC3)ccc2Cl)cc1S(=O)(=O)N1CCOCC1,-9,-4,0,-6,-3,-8,-4,6,10,-3
CCOC(=O)C(C)Sc1nc2c([nH]c3ccccc32)c(=O)n1C (configuration not stated),-6,-17,2,-5,21,-6,2,0,1,-2
O=C(c1ccco1)N1CCN(C(=O)N2CCOCC2)CC1,5,4,7,3,17,-1,-11,1,-10,5
c1ccc2c(c1)-c1cccc3cncc-2c13,-127,-3,-296,-391,-3,8,-32,5,-3,0
CCc1ccc(OCCCC(=O)Nc2nccs2)cc1,2,-5,3,4,3,1,4,6,1,-3
O=C(Nc1cnccn1)Nc1ccccc1F,-4,13,1,-6,5,-3,-7,2,3,-2
Cc1cccc(C(=O)NCCCNC(=O)c2cccc(C)c2)c1,-4,5,1,-8,1,-7,-4,1,5,3
COc1cc2[nH]c(=O)n(Cc3ccccc3Cl)c(=O)c2cc1OC,-15,-5,-2,1,-3,3,-10,-3,-4,3
CCCCN(C=O)c1c(CC)nc2ccc(C(=O)Nc3cc(-c4ccccc4)ccc3OC)cn12,-22,-11,-6,-15,0,-1,-1,-5,-16,-7
Cc1ccc(CNC(=O)O[C@H]2CC[C@@]34CCCN3C(=O)CCC[C@H]4C2)o1,-3,3,2,0,.,.,-5,0,1,-5
Cc1cc(N2CCCCC2)nc(N2CCCCC2)n1,2,3,1,4,11,-4,0,4,2,-6
Oc1c(C(c2ccccc2)N2CCc3ccccc3C2)sc2ncnn12 (configuration not stated),-3,1,2,-1,-2,-3,-2,7,5,-4
C[n+]1cccc(C(=O)O)c1,-9,2,2,-1,3,2,-7,3,-8,-4
O=C(NNC(=O)c1cccnc1)NC12CC3CC(CC(C3)C1)C2,-3,11,1,-5,0,-11,-1,-3,4,3
O=C(Nc1ccc2c(c1)OCCO2)C(c1ccnc2ccccc12)N1CCC(Cc2ccccc2)CC1 (configuration not stated),37*,-18,-2,-9,-4,-6,19*,-1,-13,2

# In the list so far, these contain a Cl atom:
SMILES,ADAM10 inh,TDP2 inh,PLCg1 inh,PLCb3 inh,ARFGAP1 inhibitor,ASAP1 inh,ADAM17 inh,Tn6 DDE FP,SIAE primary,DDE Tn7 FP inh
O=C(/C=C/c1cc([N+](=O)[O-])ccc1OC(F)F)NCc1ccc(Cl)cc1,10,1,2,1,13,-5,5,-1,2,-5
Cc1cccc(NC(=O)CN2C(=O)COc3ccc(Cl)cc32)c1,1,8,-1,1,-3,-4,-2,2,-3,1
O=C(COC(=O)c1cccc(Cl)c1Cl)NCCN1C(=O)CSC1=O,-7,1,8,2,-5,4,-2,-3,-2,1
O=C(OCC(=O)c1ccc(Cl)cc1Cl)c1ccccn1,-7,-4,1,-7,8,-2,-2,-8,-5,4
O=C(OCc1ccc(Cl)c(Cl)c1)c1cnccn1,-5,3,2,1,-1,2,2,-2,-6,10
Cc1ccc(NC(=O)c2cc(S(=O)(=O)N3CCOCC3)ccc2Cl)cc1S(=O)(=O)N1CCOCC1,-9,-4,0,-6,-3,-8,-4,6,10,-3
COc1cc2[nH]c(=O)n(Cc3ccccc3Cl)c(=O)c2cc1OC,-15,-5,-2,1,-3,3,-10,-3,-4,3
